Assay outcomes deposited in PubChem BioAssay by National Center for Advancing Translational Sciences (NCATS).
pAkt inh – HTS Assay for Inhibitors of Akt Phophorylation: Primary Screen | AID 651550, 2012 | Neuro2A IGF-stimulated pAkt S473 HTRF, 20 min; active compounds read low | 0.32% of 360,000 active | activity change, % for hits at 50 µM; in the data active = activity change below about -80%; inconclusive = mostly about -51% to -80%; note: % is set by controls: 0 for no effect and ±100 for the full control effect
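Neuro2A cells in DMEM with 0.5% FBS, overnight at 37 deg C, given compound at single 50 µM final, then IGF (6 nM final) for 20 min at 37 deg C. Lysed; phospho-Akt Ser473 by HTRF after 24 h, 665/615 ratio.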
EPAC2 ag – qHTS for Agonist of cAMP-regulated guanine nucleotide exchange factor 4 (EPAC2): primary screen | Rap guanine nucleotide exchange factor 4 (Homo sapiens), Q8WZA2 | EPAC2 activation, biochemical qHTS; response scale: 100% = 6.5 mM cAMP response | Potency, µM (top dose mostly 154 µM), for inactives: at the highest dose activation, hits mostly activators | 0.079% of 360,000 active; note: potency is the fitted concentration of half-maximal effect; nearly all actives have a fitted effect of over 50% in size
Target sequence (Q8WZA2 whole entry, looked up): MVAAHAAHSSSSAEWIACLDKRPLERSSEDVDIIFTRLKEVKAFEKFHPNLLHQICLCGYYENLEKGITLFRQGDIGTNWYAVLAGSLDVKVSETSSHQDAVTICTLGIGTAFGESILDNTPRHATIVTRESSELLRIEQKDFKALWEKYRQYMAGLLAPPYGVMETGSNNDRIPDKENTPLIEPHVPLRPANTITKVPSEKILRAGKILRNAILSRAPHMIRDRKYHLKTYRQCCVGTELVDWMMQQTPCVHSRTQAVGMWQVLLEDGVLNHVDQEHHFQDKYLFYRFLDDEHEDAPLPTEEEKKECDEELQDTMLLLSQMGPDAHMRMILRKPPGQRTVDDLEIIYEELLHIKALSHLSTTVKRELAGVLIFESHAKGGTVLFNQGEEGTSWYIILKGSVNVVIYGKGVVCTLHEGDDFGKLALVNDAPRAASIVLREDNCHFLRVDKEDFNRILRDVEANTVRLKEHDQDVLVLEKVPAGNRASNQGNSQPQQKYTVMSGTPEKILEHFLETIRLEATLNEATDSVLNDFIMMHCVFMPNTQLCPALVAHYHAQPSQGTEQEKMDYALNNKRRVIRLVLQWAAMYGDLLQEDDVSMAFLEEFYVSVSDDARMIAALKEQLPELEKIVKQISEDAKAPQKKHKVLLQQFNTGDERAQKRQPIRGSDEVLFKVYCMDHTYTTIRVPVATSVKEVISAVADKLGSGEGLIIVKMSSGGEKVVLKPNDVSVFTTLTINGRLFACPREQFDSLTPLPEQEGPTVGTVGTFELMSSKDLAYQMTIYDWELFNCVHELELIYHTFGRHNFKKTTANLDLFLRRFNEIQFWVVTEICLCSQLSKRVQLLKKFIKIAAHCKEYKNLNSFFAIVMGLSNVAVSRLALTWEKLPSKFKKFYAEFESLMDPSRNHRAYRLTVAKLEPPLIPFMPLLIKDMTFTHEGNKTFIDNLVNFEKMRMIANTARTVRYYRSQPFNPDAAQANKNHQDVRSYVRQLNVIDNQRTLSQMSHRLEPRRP
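Each well held 100 nM EPAC2, 250 nM RAP1B-BODIPY-GDP and 50 uM GDP. Fluorescence, read at 5-min intervals to 30 min, was referenced to a 6.5 mM cAMP positive control.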
EPAC2 antag – qHTS for Antagonist of cAMP-regulated guanine nucleotide exchange factor 2 (EPAC2): primary screen. Rap guanine nucleotide exchange factor 4 (Homo sapiens), Q8WZA2. EPAC2 GEF exchange of Rap1B-BODIPY-GDP, fluorescence. Potency, µM (highest dose often 114 µM), for inactives: at the highest dose activity, negative = inhibition, most hits filed as inhibitors. 0.18% of 360,000 active. AID 720708, 2013; note: potency is the fitted concentration of half-maximal effect; % is set by controls: 0 for no effect and ±100 for the full control effect; nearly all actives have a fitted effect of over 45% in size; many of its hits are not listed in these tables
TGFb inhibitor – qHTS for Inhibitors of TGF-b; AID 588855, 2011; Potency, µM (doses to about 46.1 µM), for inactives: at the top dose activity, negative = inhibition, most hits filed as inhibitors; 1.2% of 410,000 active; HepG2 CAGA-GFP TGF-b/SMAD3 reporter, GFP fluorescence, 18 h; TGF-beta stimulated, 500 pg/mL final; note: potency is the fitted concentration of half-maximal effect; % is set by controls: 0 for no effect and ±100 for the full control effect; nearly all actives have a fitted effect of over 65% in size
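HEPG2 CAGA-GFP, 1000 cells/well; 2 h settle, 37 C; cpd via pin tool; TGF-b 500 pg/mL final; 18 h, 37 C; GFP imaging ex488/em500-530; %Activity normalised to -TGF-b and +DMSO controls; CRC fit, curve class.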
Nrf2 inh – Nrf2 qHTS screen for inhibitors | 2.1% of 360,000 active | Potency, µM (titrated, usually from 46 µM), inactives show at the top dose activity change, negative = inhibition, usual class: inhibitors | A549 ARE-Fluc reporter, luciferase luminescence, 18-24 h; note: potency is the fitted concentration of half-maximal effect; % is set by controls: 0 for no effect and ±100 for the full control effect; nearly all actives have a fitted effect of over 60% in size
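Reporter: ARE-Fluc in A549. Exposure: 18-24 h, 37 °C, 5% CO2, 5% FBS OPTI-MEM. Readouts: fluorescent cytotoxicity (CellTiter-Fluor), then luminescent Nrf2 signal after BugLite.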
CCT chaperon mod – High-Throughput Screening for Modulators of Cytosolic Chaperonin Activity; activity change, % (no concentration beside the values), hits read low; 0.3% of 360,000 active; purified chaperonin ATPase assay, HTRF ADP detection, 30 min; AID 651819, 2012; in the data active = activity change below about -30%; note: % is set by controls: 0 for no effect and ±100 for the full control effect
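We incubate TRiC, 40 or 20 nM final, with library compounds at 76 uM and 10 uM ATP for 30 min at 37 °C. ADP formed is detected with Transcreener HTRF reagents after 30 min at room temperature.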
A549 viability – Nrf2 qHTS screen for inhibitors: counterscreen for cytotoxicity; Potency, µM (titrated, usually from 46 µM), without a hit: at the highest dose activity change, negative = cytotoxicity, hits mostly inhibitors; 0.16% of 390,000 active; A549 ARE-Fluc cells, CellTiter-Fluor viability, 18-24 h; note: potency is the fitted concentration of half-maximal effect; % is set by controls: 0 for no effect and ±100 for the full control effect
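A549 ARE_Fluc cells in 5% FBS OPTI-MEM were exposed to compounds in concentration-response for 18-24 h at 37 deg C. Viability was read by CellTiter-Fluor fluorescence (Ex 405/Em 525) after 30 min, before the luciferase read.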
Mm-Cpn inhibitor – Inhibitors of TCP-1 ring complex (TRiC) of Methanococcus maripaludis (MmCpn): qHTS; purified Mm-Cpn ATPase, ADP Transcreener TR-FRET; Potency, µM (titrated, usually from 76.9 µM), without a hit: at the top dose activity, negative = inhibition, usual class: inhibitors; Chaperonin Mm-Cpn (Methanococcus maripaludis); AID 504842, 2011; 0.031% of 330,000 active; note: potency is the fitted concentration of half-maximal effect; % is set by controls: 0 for no effect and ±100 for the full control effect; nearly all actives have a fitted effect of over 80% in size
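25 nM Mm-CPN + cpd, 10 min 37°C; + 10 uM ATP, 30 min 37°C; buffer 30 mM Tris pH 7.4, 100 mM KCl, 5 mM MgCl2, 1 mM DTT; Transcreener ADP HTRF detection 30 min RT.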
Nrf2 ARE act – qHTS of Nrf2 Activators. 0.31% of 410,000 active. AID 624171, 2012. Potency, µM (top dose mostly 46.1 µM), for inactives: at the highest dose activation, actives largely listed as activators. AREc32 ARE-luciferase reporter (MCF7-derived line), luminescence, 24 h; note: potency is the fitted concentration of half-maximal effect; % of control where 0% means no effect; nearly all actives have a fitted effect of over 65% in size
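Quantitative high-throughput format: AREc32 reporter cells, 1000 per well, received compound by pin transfer and were incubated 24 hr at 37 deg C, 5% CO2, before Steady-Glo luminescence detection.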
Starred values were filed as active, the others as inactive; i = inactive; ? = inconclusive; · = not tested or not shown; [ ] = another dose, or the depositor's remark. Unless noted, calls come from the whole dose curve; as a rule, active = well fitted curve in the direction sought with a large enough effect; inconclusive = small, poorly fitted or top-dose-only effect, or another doubt; inactive = no such curve, though single readings can be large; an effect the other way counts as inactive or inconclusive.

compound,pAkt inh,EPAC2 ag,EPAC2 antag,TGFb inhibitor,Nrf2 inh,CCT chaperon mod,A549 viability,Mm-Cpn inhibitor,Nrf2 ARE act
CCN(CC)S(=O)(=O)c1ccc(C(=O)NCc2cccs2)cc1,i,17%,-4%,?,14%,-1.8,3%,·,-0.1%
Nc1ncnc2c1ncn2[C@@H]1O[C@H](CNCc2ccc(OCC(=O)Nc3ccccn3)cc2)[C@@H](O)[C@H]1O,i,5%,2%,-21%,9%,1.1,1%,2%,0.1%
CC(OC(=O)/C(C#N)=C/c1ccco1)C(=O)N(C)c1ccccc1 (centres undefined),i,-1%,0%,-2%,9%,-1.0,1%,0%,6.9%
C[n+]1c(-c2ccccc2)cc2c(=Cc3ccccc3)c3ccccc3n21,i,14%,2%,18µM*,21µM*,-1.4,?,·,7.0%
COc1ccc(C2=Nc3ccccc3NC(=O)C2N(C(=O)c2ccnc3ccccc23)c2ccccc2)cc1 (centres undefined),i,15%,-8%,?,·,0.0,·,·,6.4%
COc1cc(C)ccc1OCCCOc1ccccc1Br,i,20%,8%,-22%,?,-0.6,14%,2%,2.2%
CC(Oc1ccccc1)C(=O)NN1Cc2ccccc2C1=N (centres undefined),i,9%,-5%,1%,-9%,0.1,4%,2%,0.1%
C[C@H](NC(=O)[C@@H]1CCCN1C(=O)[C@@H]1CCCN1)c1ccccc1,i,6%,7%,·,·,-4.3,·,·,-0.6%

Remaining list, next part:
compound,pAkt inh,EPAC2 ag,EPAC2 antag,TGFb inhibitor,Nrf2 inh,CCT chaperon mod,A549 viability,Mm-Cpn inhibitor,Nrf2 ARE act
CC(C)CNS(=O)(=O)c1ccc(OCC(=O)NCc2ccco2)cc1,i,0%,2%,-5%,?,-0.6,-2%,2%,-0.4%
CCOC(=O)/C(C#N)=C1/C=CNC(=O)N1,·,7%,-8%,19%,·,-4.1,-1%,0%,-0.1%
CCOc1ccc(C(F)(F)F)cc1NC(C)=O,i,5%,5%,-14%,·,-0.4,-2%,1%,-1.0%
O=C1C(=C(c2ccccc2)N2CCOCC2)Cc2ccccc21,i,3%,2%,3.2µM*,·,0.6,·,·,?
O=C(c1ccc2c(c1)C(=O)N(Cc1ccncc1)C2=O)N1CCN(S(=O)(=O)c2ccc(OC(F)(F)F)cc2)CC1,i,1%,1%,?,-9%,-0.8,1%,·,0.4%
CCOC(=O)c1sc(NC(=O)c2cccnc2)nc1C,i,-1%,-26%,-2%,2%,1.6,-9%,-5%,0.4%
N#Cc1c(SCc2cccc(Cl)c2)sc(C(=O)c2ccccc2)c1N,i,2%,-4%,-15%,·,-1.3,-3%,-12%,11%
COC(=O)c1ccccc1NC(=O)COC(=O)/C=C/c1cccs1,i,4%,-1%,4%,0%,-0.8,0%,0%,5.0%

More compounds
compound,pAkt inh,EPAC2 ag,EPAC2 antag,TGFb inhibitor,Nrf2 inh,CCT chaperon mod,A549 viability,Mm-Cpn inhibitor,Nrf2 ARE act
Fc1ccccc1-n1cn[nH]c1=S,i,3%,-1%,31%,?,-3.6,0%,0%,0.8%
CCCn1c(=O)c(C(=O)NCc2ccccc2)c(O)c2ccccc21,i,5%,-2%,2%,-1%,0.7,-10%,2%,0.1%
CC(=O)c1ccc(N2CCN(S(=O)(=O)c3cc4c(cc3C)NC(=O)CO4)CC2)cc1,·,11%,-3%,-19%,1%,-2.6,5%,-21%,-0.1%
CCc1ccc(NC(=O)c2c(Cl)nc(C)c(Cl)c2C)cc1,i,1%,13%,?,?,-2.3,-14%,0%,-0.3%
CC(=O)N1CCN(c2ccc(NC(=O)c3ccccc3C)cc2)CC1,i,4%,-1%,5%,3%,-0.1,0%,1%,-0.9%
CCc1nc2ccc(C(=O)N3CCN(C(=O)c4ccco4)CC3)cn2c1N(C=O)Cc1ccc(OC)cc1,i,7%,16%,1%,·,-1.3,·,·,-0.1%[9.22 µM]
CC1(c2cccc(Br)c2)NC(=O)N(CC(=O)c2ccc3c(c2)OCCO3)C1=O (centres undefined),i,16%,-3%,0%,-20%,-2.2,1%,-9%,3.4%
CN=C(Nc1cc(C)nn1CCC#N)c1ccc(F)cc1,i,9%,-2%,5%,-13%,-0.4,0%,1%,-0.8%

(list continues)
compound,pAkt inh,EPAC2 ag,EPAC2 antag,TGFb inhibitor,Nrf2 inh,CCT chaperon mod,A549 viability,Mm-Cpn inhibitor,Nrf2 ARE act
CCN(C(=O)COC(=O)c1ccc2[nH]c(C)c(C)c2c1)c1c(N)n(Cc2ccccc2)c(=O)[nH]c1=O,i,-1%,5%,13%,1%,-0.6,-2%,·,-0.3%
CN(C)C(CNS(=O)(=O)c1cc([N+](=O)[O-])ccc1Cl)c1ccco1 (centres undefined),i,8%,3%,18%,-2%,-2.1,0%,-2%,?
CN(C)C(=C(C#N)C#N)N1CCN(c2ccc(Cl)cc2)CC1,i,3%,-5%,-9%,2%,2.5,2%,1%,-0.6%
C[C@H]1COc2cccc(N3CCC[C@H]3CO)c2S(=O)(=O)N1,i,0%,-3%,·,·,0.4,·,·,-0.5%
CCc1nc2onc(C)c2c(=O)n1CC(=O)O,·,·,·,-8%,6%,·,1%,·,-0.2%
Cn1cccc1Cc1nnc(SCC(=O)Nc2nccs2)n1C,i,6%,5%,6%,-3%,-0.3,-4%,1%,-0.6%
CCCCCn1c(=O)[nH]c2cc(C(=O)N3CCN(c4cc(Cl)ccc4C)CC3)ccc2c1=O,·,·,·,-6%,-3%[9.27 µM],·,5%,·,0.2%
O=C(CSc1nc(Cc2ccccc2)nc2ccccc12)Nc1ccc2c(c1)OCCO2,·,4%,-8%,-6%,?,1.7,?,-6%,-0.5%

Additional results follow.
compound,pAkt inh,EPAC2 ag,EPAC2 antag,TGFb inhibitor,Nrf2 inh,CCT chaperon mod,A549 viability,Mm-Cpn inhibitor,Nrf2 ARE act
NC(=O)c1c(NC(=O)Cc2ccccc2)sc2c1CCN(Cc1ccccc1)C2,i,-51%[inhibitor],14%,-2%,-18%,-3.1,-1%,-1%,-0.8%
O=C(CC1Nc2ccccc2NC1=O)Nc1ccc2c(c1)OCO2 (centres undefined),i,21%,1%,?,0%,0.6,-6%,-6%,-0.4%
Cc1cc(NC(=O)CN2C(=O)NC(C)(c3ccc(Cl)cc3)C2=O)no1 (centres undefined),i,-4%,-8%,-4%,-5%,-0.6,-1%,-1%,-0.4%
CC(=O)N1CCc2cc(Br)cc(S(=O)(=O)CCC(=O)N3CCN(c4cccc(C)c4C)CC3)c21,·,·,·,?,-14%[9.27 µM],·,-4%,·,-0.4%
CC(C)Oc1ccc(/C=N/NC(=O)C(CSCc2ccccc2)NC(=O)c2ccc([N+](=O)[O-])cc2)cc1 (centres undefined),i,1%,-3%,-7%,-2%,0.4,3%,-1%,-0.4%
Cc1ccc(-n2ccnc(NCc3cccs3)c2=O)cc1C,·,·,·,?,24%,·,15%,·,4.0%
CCn1nnc(NC(=O)c2ccc(-c3ccc(Cl)cc3)o2)n1,i,0%,-7%,2%,?,-1.9,13%,-2%,4.5%
Cc1ccc(S(=O)(=O)N2CCN(C(=O)c3cccs3)CC2)c(C)c1,i,13%,0%,4%,?,0.7,14%,5%,-0.4%

The list goes on:
compound,pAkt inh,EPAC2 ag,EPAC2 antag,TGFb inhibitor,Nrf2 inh,CCT chaperon mod,A549 viability,Mm-Cpn inhibitor,Nrf2 ARE act
COc1ccccc1NC(=O)COC(=O)/C=C/c1ccccc1[N+](=O)[O-],i,-7%,-7%,0%,11%,2.5,-5%,0%,?
CCCCOC(=O)CSC(=S)N(C)Cc1cccs1,i,3%,-9%,-33%,-2%,-1.9,6%,-2%,-0.5%
COc1cccc(C(C(=O)NC2CCCCC2)N(C(=O)CNC(=O)c2ccco2)c2cccnc2)c1 (centres undefined),i,10%,3%,10%,3%,-2.5,-1%,1%,-0.5%
CN(CCCNC(=O)C1CCC(=O)N1Cc1ccccc1Cl)c1ccccc1 (centres undefined),i,1%,-10%,-2%,5%,-1.3,4%,0%,-0.4%
C/C(=N\NC(=O)c1ccc2c(c1)OCO2)c1ccc(NS(C)(=O)=O)cc1,i,11%,-8%,-4%,0%,-1.5,-8%,·,-1.3%
COc1ccccc1N=NNc1ccc(S(=O)(=O)NC(C)=O)cc1,i,-1%,-18%,13%,·,-2.3,·,·,4.5%
Cc1ccc(Nc2c(-c3ccc(C)cc3)nc3cnccn23)cc1,·,·,·,?,-2%[9.27 µM],·,3%,·,1.0%
Cc1c(O)ccc(/C(Cc2ccc3ccccc3n2)=N\O)c1O,i,0%,2%,?,17%,-0.1,0%,0%,3.4%

Remaining list, next part.
compound,pAkt inh,EPAC2 ag,EPAC2 antag,TGFb inhibitor,Nrf2 inh,CCT chaperon mod,A549 viability,Mm-Cpn inhibitor,Nrf2 ARE act
COc1cc(NC(=O)CCCl)cc(-n2cnnn2)c1,i,-1%,8%,3%,11%,1.1,5%,2%,6.8%
CN(Cc1ccccc1)C(=O)c1ccccc1NC(=O)C1=CSCCO1,i,-3%,0%,-4%,-12%,-0.2,8%,0%,-0.7%
COc1ccc(Cc2nc3ccc(C(=O)N(C)CCc4cnn(C)c4)cc3o2)cc1OC,i,3%,-5%,-8%,-30%,-0.1,5%,3%,3.6%
CCC(C)[C@H]1COCCS(=O)(=O)N1Cc1ccccc1 (some centres undefined),i,-2%,-13%,7%,7%,-0.2,11%,1%,-1.1%

The list is partial; rates above refer to the full screens.
